Cdc42 wt = modulators (inhibitors or activators) of GTP binding to human Cdc42 wildtype; P60953; GST-Cdc42 beads, Bodipy-GTP binding, flow cytometry; actives lie on both sides; percent activity (GTP binding), % at 10 µM; hit rate 0.2% among 190,000; AID 761;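 active = percent activity GTP binding at least 20 points away from the 100% baseline, either down as inhibitor or up as activator; inconclusive = compound flagged as likely green fluorescent from well-wide comparison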;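 also: median bead fluorescence of bound Bodipy-FL-GTP at 100 nM; 0% = excess unlabeled GTP control and 100% = no compound control; below 100% means less GTP binding so inhibitor and above means activator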
Bim-Bcl-XL = disrupts Bim peptide binding to human Bcl-XL. inhibition, % at 10 µM. bead flow cytometry, fluorescence. hit rate 0.04% among 190,000. Q07817
Target sequence (Q07817 whole entry, looked up): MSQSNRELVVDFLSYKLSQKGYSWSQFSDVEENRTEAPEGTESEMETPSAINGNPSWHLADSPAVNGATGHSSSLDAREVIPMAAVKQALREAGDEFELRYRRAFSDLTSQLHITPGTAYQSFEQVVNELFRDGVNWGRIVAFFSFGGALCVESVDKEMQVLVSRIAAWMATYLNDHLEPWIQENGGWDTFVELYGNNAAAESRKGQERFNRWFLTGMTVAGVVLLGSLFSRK
HRas wt GTP bind = changes GTP binding to wildtype human HRas | GST-Ras wt beads, Bodipy-FL-GTP binding, flow cytometry; actives lie on both sides | GTP binding activity, % at 10 µM | hit rate 0.14% among 190,000;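 active = GTP binding activity at least 20% away from the 100% baseline, either lowered as inhibitor or raised as activator; inconclusive = flagged as likely green fluorescent, judged across all proteins in the well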;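 also: 0% = unlabeled GTP competition control and 100% = no-compound control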
Target sequence (P01112 whole entry, looked up): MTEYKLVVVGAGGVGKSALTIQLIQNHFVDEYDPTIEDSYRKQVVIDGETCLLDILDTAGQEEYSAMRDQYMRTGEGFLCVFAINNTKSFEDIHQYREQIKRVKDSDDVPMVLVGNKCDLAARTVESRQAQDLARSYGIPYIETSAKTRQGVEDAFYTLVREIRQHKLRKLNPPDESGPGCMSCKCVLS
Rab7 wt modul = dog Rab7 wildtype GTP binding, inhibitors and activators; GST-Rab7 beads, fluorescent GTP binding, flow cytometry; actives lie on both sides; untreated = 100%, excess cold GTP = 0%; hit rate 0.055% among 190,000; GTP binding activity (percent of control), % at 10 µM;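 active = fluorescent GTP binding to Rab7 beads changed by at least 20 points from the 100% baseline, either direction, mostly lower; inconclusive = compound itself probably fluorescent, or too few beads counted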;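 also: median green fluorescence of bound Bodipy-FL-GTP per Rab7 bead population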
Bcl-W Bim block = human Bim-Bcl-W interaction inhibition; hit rate 0.02% among 190,000; inhibition, % at 10 µM; Q92843; bead-based flow cytometry, Bim peptide-Bcl-W binding;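 also: 0% = bound tracer without compound and 100% = peptide blocker; higher means less fluorescent Bim peptide bound to Bcl-W beads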
Target sequence (Q92843 whole entry, looked up): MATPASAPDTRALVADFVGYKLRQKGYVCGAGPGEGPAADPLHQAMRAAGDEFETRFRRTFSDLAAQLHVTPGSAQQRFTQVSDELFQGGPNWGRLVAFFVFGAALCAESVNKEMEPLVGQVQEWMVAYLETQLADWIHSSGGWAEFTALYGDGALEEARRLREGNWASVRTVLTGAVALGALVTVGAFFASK
Bim-Bcl-B = disrupts Bim peptide binding to human Bcl-B; Q9HD36; bead-based flow cytometry; inhibition, % at 10 µM; hit rate 0.073% among 190,000;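 also: 0% = tracer peptide without compound and 100% = reference inhibitor peptide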
Bim-Bcl-2 = human Bim-Bcl-2 interaction inhibition; AID 950; P10415; hit rate 0.06% among 190,000; inhibition, % at 10 µM; Bead-based flow cytometry, Bim peptide-Bcl-2 binding; in the data active = inhibition above about 40%; inconclusive = no clear call, values can overlap the other calls;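 also: 0% = no compound wells with probe peptide and 100% = reference peptide inhibitor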
Target sequence (P10415 whole entry, looked up): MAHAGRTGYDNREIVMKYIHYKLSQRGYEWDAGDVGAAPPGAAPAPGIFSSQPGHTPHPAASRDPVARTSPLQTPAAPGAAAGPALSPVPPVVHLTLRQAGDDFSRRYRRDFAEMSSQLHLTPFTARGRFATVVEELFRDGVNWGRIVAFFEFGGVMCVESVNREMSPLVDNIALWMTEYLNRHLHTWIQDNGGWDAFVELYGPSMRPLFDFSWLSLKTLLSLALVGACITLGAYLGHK
Rac1 act GTP bind = modulators of GTP binding to human Rac1 activated mutant. GST-Rac1 activated beads, fluorescent GTP binding, flow cytometry; actives lie on both sides; 100% means binding = to untreated wells. percent activity (GTP binding), % at 10 µM. hit rate 0.11% among 190,000. P63000;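 active = GTP binding at least 20 percentage points away from the 100% baseline, in either direction, so actives lie on both sides; inconclusive = Compound likely fluorescent itself, or too few beads counted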
Rac1 wt GTP bind = modulators of human Rac1 wildtype GTP binding. P63000. GST-Rac1 beads, fluorescent GTP binding, flow cytometry; actives lie on both sides; 0 = cold GTP competed, 100 = untreated. GTP binding activity (% of control), % at 10 µM. hit rate 0.27% among 190,000. AID 757;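 active = GTP binding activity at least 20 points away from the 100% control level, either lower or higher; inconclusive = compound flagged as likely green fluorescent, judged across all proteins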
Rab2 wt GTP = changes GTP binding to wildtype dog Rab2A, up or down; P61105; GST-Rab2 wt beads, Bodipy-GTP binding, flow cytometry; GTP binding activity, % at 10 µM; hit rate 0.19% among 190,000; AID 760;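 active = GTP binding activity at least 20 points away from 100%, either lowered or raised; inconclusive = signal likely due to the compound's own green fluorescence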;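 also: 0% = beads with excess unlabeled GTP and 100% = no-compound control corrected for plate trend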
Bim-Bfl-1 = disrupts Bim binding to human Bfl-1 | AID 1008 | Bead-based flow cytometry, Bim-Bfl-1 binding inhibition | inhibition, % at 10 µM | hit rate 0.12% among 190,000;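 also: 0% = wells without compound plus tracer and 100% = blocker peptide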
An asterisk follows results filed as active; ? = inconclusive; nt = not tested or not shown. Rule as the data show it, unless noted: active = inhibition above about 40%.

Short forms – A = Cdc42 wt; B = Bim-Bcl-XL; C = HRas wt GTP bind; D = Rab7 wt modul; E = Bcl-W Bim block; F = Bim-Bcl-B; G = Bim-Bcl-2; H = Rac1 act GTP bind; I = Rac1 wt GTP bind; J = Rab2 wt GTP; K = Bim-Bfl-1
> CCCS(=O)(=O)N1CCCC(C(=O)NCc2cccnc2)C1 (stereo not given)
  A: 103	B: 0	C: 103	D: 103	E: -1	F: 0	G: -4	H: 98	I: 103	J: 103	K: -4

> COc1cc(C2C(C#N)=C(N)Oc3cc(O)ccc32)cc2c1OCO2 (stereo not given)
  A: 103	B: 1	C: 102	D: 104	E: 0	F: 0	G: -1	H: 96	I: 102	J: 101	K: 0

> O=C(/C=C/c1ccc(OCCCF)cc1)Nc1ccnc(-c2cccnc2)n1
  A: 102	B: -1	C: 102	D: 99	E: 0	F: 0	G: 1	H: 100	I: 105	J: 100	K: -2

> Nc1nc(Cl)c(C=O)c(N2CCCCC2)n1
  A: 98	B: 0	C: 97	D: 97	E: 5	F: 1	G: 5	H: 97	I: 98	J: 98	K: -2

> CCOCC(=O)Nc1nnc(C)s1
  A: 103	B: -1	C: 102	D: 89	E: -2	F: 0	G: -5	H: 102	I: 104	J: 103	K: 0

> CSC(=Nc1ccc(Cl)cc1)N[n+]1ccccc1
  A: 97	B: -3	C: 99	D: 99	E: -2	F: -1	G: -5	H: 100	I: 103	J: 96	K: -1

> NS(=O)(=O)c1ccc(NC(=S)NCc2ccc(Cl)cc2)cc1
  A: 101	B: -9	C: 101	D: 103	E: 0	F: -34	G: -5	H: 97	I: 103	J: 99	K: 17

> CN1CCNC(=O)C1CC(=O)NCCC1=CCCCC1 (stereo not given)
  A: 94	B: -1	C: 92	D: 93	E: 0	F: 1	G: -1	H: 91	I: 93	J: 95	K: -6

> Cc1ccc(NC(=O)CSc2nc3ccccc3c(=O)n2CCCC(=O)NCCCN2CCOCC2)cc1C
  A: 96	B: -2	C: 99	D: 100	E: -2	F: -2	G: -4	H: 95	I: 101	J: 99	K: -6

> COc1ccc(NC(=O)CC23CC4CC(C2)CC(n2nnc(C)n2)(C4)C3)cc1
  A: 100	B: -6	C: 102	D: 105	E: 1	F: -1	G: 0	H: 97	I: 102	J: 103	K: -7

> O=C1CC(SCCc2nc3ccccc3[nH]2)C(=O)N1c1ccc(F)cc1 (stereo not given)
  A: 99	B: 0	C: 97	D: 97	E: 0	F: -8	G: -4	H: 98	I: 105	J: 96	K: -14

> Cn1c(=O)c2c(SC3CCCC3)nc(C3CC3)nc2n(C)c1=O
  A: 100	B: -5	C: 101	D: 100	E: 2	F: -6	G: 0	H: 101	I: 106	J: 102	K: -5

> CCN1C(=O)/C(=C/c2cccs2)S/C1=N\S(=O)(=O)c1ccc(C)cc1
  A: 103	B: -10	C: 102	D: 97	E: -10	F: -12	G: -10	H: 99	I: 104	J: 100	K: -14

> O=C(N/N=C/c1ccccc1C(F)(F)F)c1ccc(O)cc1
  A: 97	B: -1	C: 96	D: 99	E: 0	F: -5	G: -3	H: 97	I: 98	J: 96	K: -5

> Cc1ccc(CC(=O)N2CCC(c3nc4c(nnn4Cc4ccccc4)c(=O)[nH]3)CC2)cc1
  A: 102	B: -3	C: 102	D: 103	E: 0	F: -4	G: -4	H: 99	I: 100	J: 102	K: -12

Whole records, looked up by structure.
Shown for `COc1cc(C2C(C#N)=C(N)Oc3cc(O)ccc32)cc2c1OCO2` (stereo not given) : Cdc42 wt = 103; Bim-Bcl-XL = 1; HRas wt GTP bind = 102; Rab7 wt modul = 104; Bcl-W Bim block = 0; Bim-Bcl-B = 0; Bim-Bcl-2 = -1; Rac1 act GTP bind = 96; Rac1 wt GTP bind = 102; Rab2 wt GTP = 101; Bim-Bfl-1 = 0
Shown for `O=C(N/N=C/c1ccccc1C(F)(F)F)c1ccc(O)cc1` : Cdc42 wt = 97; Bim-Bcl-XL = -1; HRas wt GTP bind = 96; Rab7 wt modul = 99; Bcl-W Bim block = 0; Bim-Bcl-B = -5; Bim-Bcl-2 = -3; Rac1 act GTP bind = 97; Rac1 wt GTP bind = 98; Rab2 wt GTP = 96; Bim-Bfl-1 = -5

The results go on:
Short forms – A = Cdc42 wt; B = Bim-Bcl-XL; C = HRas wt GTP bind; D = Rab7 wt modul; E = Bcl-W Bim block; F = Bim-Bcl-B; G = Bim-Bcl-2; H = Rac1 act GTP bind; I = Rac1 wt GTP bind; J = Rab2 wt GTP; K = Bim-Bfl-1
> CC1CCc2cc(F)ccc2N1C(=O)C12CCC(C)(C(=O)O1)C2(C)C (stereo not given)
  A: 101	B: -4	C: 102	D: 104	E: -1	F: -3	G: -3	H: 95	I: 105	J: 103	K: -6

> Cc1ccc(-n2ncc(Cl)c2C(=O)NC2CC2)cc1
  A: 97	B: -1	C: 99	D: 102	E: 0	F: -5	G: -4	H: 94	I: 101	J: 96	K: -7

> COc1ccc(OC)c(-c2cc(C(=O)Nc3c(C)nn(Cc4ccccc4Cl)c3C)no2)c1
  A: 100	B: 0	C: 99	D: 97	E: 2	F: -10	G: -10	H: 99	I: 104	J: 97	K: -10

> COc1cc(CCN2C(=O)c3cccc4cccc(c34)C2=O)c(S(=O)(=O)NCCO)cc1OC
  A: 101	B: -4	C: 98	D: 96	E: -4	F: -4	G: -5	H: 100	I: 104	J: 100	K: -4

> O=C(c1ccco1)N1CCN(c2ncccn2)CC1
  A: 102	B: -11	C: 97	D: 96	E: -3	F: -5	G: -8	H: 97	I: 101	J: 96	K: -12

> CN1CCN(CCC(=O)N/N=C/c2cc([N+](=O)[O-])ccc2O)CC1
  A: 100	B: -2	C: 101	D: 98	E: -1	F: -4	G: -1	H: 101	I: 103	J: 103	K: 0

> Cn1cc(CC(=O)NCCCN2CCCC2=O)c2ccccc21
  A: 103	B: 0	C: 102	D: 103	E: 1	F: -4	G: -9	H: 97	I: 108	J: 102	K: -13

> CCC(C)(C)NC(=O)C(c1ccccc1)N(Cc1cccnc1)C(=O)c1csnn1 (stereo not given)
  A: 94	B: -6	C: 95	D: 91	E: -3	F: -3	G: -2	H: 96	I: 99	J: 97	K: -1

> COCCNC(=O)c1ccc2c(c1)nc(C)n2-c1cccc(F)c1
  A: 102	B: -7	C: 100	D: 98	E: -5	F: -10	G: -15	H: 99	I: 105	J: 101	K: -24

> CCCn1cc(S(=O)(=O)CC(=O)Nc2ccc(OC)cc2OC)c2ccccc21
  A: 98	B: nt	C: 99	D: 100	E: nt	F: nt	G: ?	H: 100	I: 104	J: 99	K: nt

> CC(C)c1cc(C(N)=O)c(NC(=O)C2CCC2)s1
  A: 102	B: -7	C: 100	D: 101	E: 0	F: -7	G: -7	H: 98	I: 105	J: 99	K: -21

> CCCCN(C)Cc1c(C)[nH]c2ccccc2c1=O
  A: 97	B: -1	C: 101	D: 103	E: 2	F: -1	G: -4	H: 97	I: 100	J: 99	K: -4

> CC1=Nc2cc(C(=O)O)ccc2Sc2ccc(Br)cc21
  A: 94	B: -5	C: 98	D: 97	E: -4	F: 1	G: 1	H: 96	I: 98	J: 96	K: -2

> CCOc1ccc(C2/C(=C(\O)c3ccc(OC)c(OC)c3)C(=O)C(=O)N2c2cc(C)on2)cc1OC (stereo not given)
  A: 103	B: -2	C: 101	D: 95	E: 0	F: -8	G: -6	H: 99	I: 106	J: 98	K: -11

> CCOCCN1CCN(C(=O)CN2CCCC2=O)CC1
  A: 104	B: -1	C: 101	D: 104	E: 0	F: -4	G: -3	H: 99	I: 104	J: 99	K: -5

> O=C(NCc1ccc2c(c1)OCO2)c1ccc(S(=O)(=O)C(F)F)cc1
  A: 99	B: -2	C: 97	D: 99	E: -2	F: 0	G: 0	H: 98	I: 102	J: 97	K: 0

> COc1ccc(-c2cc(CNC(=O)CN(C)Cc3ccccc3)on2)cc1
  A: 102	B: -2	C: 100	D: 97	E: -1	F: 0	G: -2	H: 97	I: 99	J: 99	K: 0

> CC(CCc1ccccc1)NC(=O)Cc1ccccc1 (stereo not given)
  A: 98	B: -7	C: 97	D: 104	E: -3	F: -10	G: -5	H: 96	I: 102	J: 99	K: -12

> CCOc1ccc(CNC(=S)N/N=C/c2ccncc2)cc1
  A: 100	B: -8	C: 98	D: 99	E: -5	F: -9	G: -4	H: 98	I: 100	J: 98	K: -13

> CCC(C(=O)OCC(=O)Nc1ccc(SC(F)F)cc1)c1ccccc1 (stereo not given)
  A: 100	B: -11	C: 98	D: 97	E: -7	F: -6	G: -5	H: 98	I: 103	J: 96	K: -5

> CCOC(=O)CC1=C(C(=O)OCC)C(c2ccc(OC)c(OC)c2)C(C#N)=C(N)O1 (stereo not given)
  A: 98	B: -4	C: 99	D: 97	E: -1	F: -4	G: -3	H: 97	I: 100	J: 98	K: -3

> CCOC(=O)c1c(C)oc2ccc(OCC(=O)C(C)(C)C)cc12
  A: 102	B: -3	C: 100	D: 100	E: 3	F: -7	G: -8	H: 99	I: 102	J: 100	K: -10

> Cc1cc(C(=O)OCC(=O)NCc2ccccc2)c(C)o1
  A: 95	B: 3	C: 98	D: 101	E: 0	F: -4	G: 0	H: 96	I: 97	J: 99	K: -3

> COc1cccc(N2CCN(Cc3ccsc3)CC2)c1
  A: 97	B: 0	C: 97	D: 94	E: 1	F: 0	G: 0	H: 95	I: 97	J: 95	K: -1

> COc1ccc(NC(=O)Nc2ccc(C)cc2OC(F)F)cc1OC
  A: 94	B: -23	C: 95	D: 93	E: 0	F: -7	G: -11	H: 95	I: 93	J: 94	K: -11

> CCC1CCc2c(sc(NC(=O)C3c4ccccc4Oc4ccccc43)c2C(N)=O)C1 (stereo not given)
  A: 99	B: -12	C: 97	D: 98	E: -8	F: -12	G: -12	H: 97	I: 102	J: 95	K: -8

> COc1cc(OC)cc(C(=O)N[C@H](C(=O)OCC(=O)Nc2ccc(C(N)=O)cc2)C(C)C)c1
  A: 98	B: -5	C: 98	D: 97	E: -3	F: -6	G: -2	H: 97	I: 99	J: 97	K: -4

> CN(Cc1ccccc1)C(=O)COc1ccccc1
  A: 105	B: 6	C: 104	D: 102	E: 2	F: 5	G: 16	H: 99	I: 107	J: 101	K: 3

> C=CCNC(=O)c1cc(-c2ccc(Br)cc2)on1
  A: 106	B: -11	C: 101	D: 101	E: -1	F: -9	G: -7	H: 102	I: 109	J: 101	K: -18

> COC(=O)Cn1c(=O)c(C)nc2ccccc21
  A: 97	B: -7	C: 94	D: 93	E: -5	F: -11	G: -9	H: 98	I: 96	J: 97	K: -11
